# Large T inhibition – SV40 large T antigen inhibitors, biochemical (AID 1903); hit rate 0.39% among 310,000; SV40 large T antigen ATPase/helicase inhibition assay; higher % means a stronger effect; inhibition, % at 20 µM; hits with a dose series show IC50 in µM; in the data active = a potency from the dose series; inconclusive = inhibition mostly from about 32% at the one dose, without a potency; inactive = the rest, 99 in 100 with inhibition below about 32%; also: strong numbers were not always called active
# RSV antiviral HEp-2 – RSV antiviral activity via CPE protection, HEp-2 cells, primary 10 µM value included (AID 2391). HEp-2 cells, RSV-induced CPE inhibition; higher % means a stronger effect. CPE inhibition, % at 10 µM; hits with a dose series show IC50 in µM. hit rate 0.13% among 310,000; in the data active = a potency from the dose series; inconclusive = CPE inhibition mostly from about 23% at the one dose, without a potency; inactive = the rest, 99 in 100 with CPE inhibition below about 21%; also: strong numbers were not always called active
# WT yeast gro inh – growth inhibition of WT strain, primary screen, mitochondrial fusion inhibitor project, WT and mutant strains, chemical genetic | mitochondrial fusion phenotypic screen | inhibition, % at 10 µM | hit rate 2.1% among 190,000 | AID 1362, 2008; in the data active = inhibition above about 58%; tested in S. cerevisiae
# West Nile virus CPE – West Nile virus antiviral activity, cell-based, CPE readout (AID 1621); West Nile virus-infected cells, CPE inhibition; higher % means a stronger effect; one-dose CPE inhibition, % at 10 µM; IC50 in µM for titrated hits; hit rate 0.02% among 290,000; in the data active = a potency from the dose series; inconclusive = CPE inhibition mostly from about 3.7% at the one dose, without a potency; inactive = the rest, 99 in 100 with CPE inhibition below about 2.2%; also: strong numbers were not always called active
# T cell HTS – modulators of CD8 T cell-vesicle binding, primary screen, mouse 2C CD8+ T cells, flow cytometry; 2C CD8+ T cell-vesicle binding; stronger effect = lower value; calls only at 7 µM; hit rate 0.068% among 330,000;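 active = response, share of CD8 T cells binding vesicles, and their 90th percentile fluorescence all below set limits, cut at about 80% in these data, passing the limit was not always enough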
#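 System: murine 2C transgenic CD8+ T lymphocytes; also added: QL9-loaded Drosophila micro-vesicles; times: binding 1.5 h at 37 °C; measured by: flow cytometry, PE anti-B7-1 (FL2) versus Alexa647 anti-CD8 (FL8), PFA-fixed; control set: Peptide-free naked vesicles (low) and QL9 vesicles with 0.7% DMSO vehicle (high)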
# Myeloid diff MLP – induction of myeloid progenitor differentiation, primary screen, cell-based, flow cytometry, MLPCN library | ER-HoxA9 myeloid progenitors, lysozyme-GFP differentiation | calls only at 10 µM | hit rate 1% among 360,000 | AID 624256, 2012;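 active = normalized GFP-positive differentiation at or above the plate's own cutoff, the solvent-only control mean plus 3 SD; inconclusive = no clear call, values can overlap the other calls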;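 also: cells exposed to compound for four days before flow analysis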
# bCat nuc transl – modulators of beta-catenin nuclear translocation, primary screen, imaging, HeLa cells, immunofluorescence, high-content; nuclear translocation activity, % at 5 µM; hit rate 0.3% among 190,000;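 active = nuclear translocation activity above 50% at 5 µM, with a well cell count of 50 or more; inconclusive = wells under 50 cells across six images, flagged as toxic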;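 also: per-cell ratio of nuclear to cytoplasmic median beta-catenin stain intensity; plate controls were DMSO negative control for no effect and GSK-3 inhibitor IX positive control for full effect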
#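 assay system = human HeLa cells, endogenous beta-catenin | times = compound treatment 24 h, 37°C, 5% CO2 | detection = Anti-beta-catenin immunofluorescence on PFA-fixed, Triton-permeabilized cells, DAPI nuclei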
# Rac1 GTP hydrolysis – MgcRacGAP GTPase-activating activity inhibitors, confirmation, biochemical, ADP Hunter fluorescence; AID 624330, 2012; hit rate 0.6% among 340,000; MgcRacGAP-stimulated Rac1 GTP hydrolysis, ADP Hunter fluorescence; higher % means a stronger effect; GST-tagged Rac1 F28L mutant substrate; Rac GTPase-activating protein 1 (Homo sapiens); one-dose inhibition, % at 30 µM; IC50 in µM for titrated hits;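 active = first-screen hits whose inhibition reached a set limit at any dose in the follow-up dose series; inconclusive = inhibition above the set first-screen limit but never retested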;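 also: fluorescence reports GDP produced by GAP-driven GTP hydrolysis; strong numbers were not always called active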
# PhoP inhibition – inhibitors of PhoP regulon expression, primary screen, Salmonella Typhimurium, GFP reporter (AID 1863); S. Typhimurium PhoP-regulated promoter GFP reporter, 4 h; higher % means a stronger effect; inhibition, % at 50 µM, or IC50 in µM where a hit was titrated; hit rate 0.16% among 300,000;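 active = inhibition over 29.93%, a cutoff 3 SD above the screen mean, later confirmed by dose response; inconclusive = inhibition over 29.93% but no dose response follow-up; inactive = inhibition at most 29.93% or unconfirmed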;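 also: 0% = low Mg2+ inducing control and 100% = high Mg2+ repressing control; strong numbers were not always called active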
# WT yeast gro inh mutant strain – second read-out of WT yeast gro inh, no call of its own (marks repeat the call); inhibition, %; mitochondrial fusion phenotypic screen, mutant strain inhibition
# bCat nuc transl cell count 5 µM – recorded beside bCat nuc transl, whose call it bears; cell count; measured here: cell count, cytotoxicity flag
# T cell HTS vesicle-bound % – recorded beside T cell HTS, whose call it bears; double positive events, %; measured here: CD8+ vesicle-bound cell fraction;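 binding gate set so that unloaded-vesicle control wells show 10% double positive cells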
# Myeloid diff MLP GFP+ MAC1+ % – second read-out of Myeloid diff MLP, no call of its own (marks repeat the call); GFP+ MAC1+ double positive, %; measured here: differentiation confirmed by MAC1 staining
# * = called active by the depositor; i = inactive; ? = inconclusive; nt = no result given.
SMILES,Large T inhibition,RSV antiviral HEp-2,WT yeast gro inh,WT yeast gro inh mutant strain,West Nile virus CPE,T cell HTS,T cell HTS vesicle-bound %,Myeloid diff MLP,Myeloid diff MLP GFP+ MAC1+ %,bCat nuc transl,bCat nuc transl cell count 5 µM,Rac1 GTP hydrolysis,PhoP inhibition
CC(C)c1nnc(NC(=O)CCC(=O)N2CCN(C3CCCCC3)CC2)s1,10%,-1.3%,19,19,0.1%,i,55,i,1.9,-4.2,838,4%,-5%
Cc1ccccc1NC(=O)c1ccc2c(c1)CCN2S(C)(=O)=O,11%,2.0%,nt,nt,-0.8%,i,54,i,0.4,nt,nt,6%,-4%
CCOC(=O)CN1C2=NCCN2c2ccccc21,11%,0.4%,-11,-19,0.0%,i,3,i,0.7,-0.8,1046,6%,-1%
CC(=O)Cc1nsc(NC(=O)c2ccco2)n1,14%,0.2%,-3,4,-0.2%,i,40,i,7.0,-0.2,941,1%,-8%
COc1ccccc1C1CCN(c2ccc([N+](=O)[O-])cn2)CC1,16%,1.9%,nt,nt,0.2%,i,30,i,0.3,-1.7,1283,11%,-11%
C(=N\Nc1nc2ccccc2[nH]1)/c1ccc2c(c1)OCO2,5%,nt,8,18,-0.9%,nt,nt,i,0.2,3.2,1101,29%,7%
CCOCCCNC(=S)N1CCCC(c2nc3ccc(C)cc3[nH]2)C1 (centres undefined),24%,0.1%,7,8,-1.2%,i,33,i,0.7,-1.5,1057,7%,6%
Cc1noc(NS(=O)(=O)c2ccc(NC(=O)c3nn(-c4ccccc4)ccc3=O)cc2)c1C,10%,0.6%,nt,nt,0.3%,i,48,i,3.6,nt,nt,10%,-9%
CCc1ccc(N2CC(C(=O)NCc3ccc4c(c3)OCO4)CC2=O)cc1 (centres undefined),8%,-0.2%,-10,0,-0.1%,i,21,i,6.2,-3.4,1001,9%,1%
Cc1ccc(Nc2c(-c3ccco3)nc3nc(C)cc(C)n23)cc1,9%,-0.1%,1,-8,-1.0%,i,37,i,0.9,-0.1,1092,-7%,-2%
N/C(=N\OS(=O)(=O)c1ccc(Br)cc1)c1ccncc1,0%,-0.2%,-9,-8,0.2%,i,22,i,1.2,-3.2,974,6%,-1%
COC(=O)c1[nH]c2c(c1C)C(=O)CC(c1ccccc1)C2 (centres undefined),2%,0.2%,8,4,1.2%,i,26,nt,nt,56*,443*,9%,-5%
CN(CC1CCCO1)S(=O)(=O)c1ccc(C(=O)Nc2ccccc2F)cc1 (centres undefined),11%,3.3%,nt,nt,-0.3%,i,31,i,1.6,nt,nt,7%,-4%
CC(C)C[C@H](NC(=O)C1CCN(S(=O)(=O)c2ccccc2)CC1)C(=O)NCc1ccccn1,nt,1.0%,nt,nt,-0.1%,i,16,i,2.6,nt,nt,9%,-9%
C(=N\N1CCOCC1)/c1nc(-c2ccccc2)n2ccccc12,?,1.5%,-9,2,0.4%,i,40,i,0.3,7.0,985,22µM*,-2%
O=C(O)Cn1c(=O)c2cccn2c2ccccc21,4%,-3.7%,nt,nt,0.1%,nt,nt,i,0.7,nt,nt,15%,-6%
Cc1nc2nc[nH]n2c(=O)c1NC(=O)CCc1ccccc1,21%,0.7%,-10,2,0.0%,i,100,i,0.8,1.2,1217,-6%,-4%
Cc1cc(NS(=O)(=O)c2ccccc2)n(-c2ccccc2)n1,11%,-0.3%,-9,-1,1.0%,i,19,i,0.5,-1.5,1069,1%,6%
CCc1nn(CC(=O)N2CCC(C)CC2)c(=O)c2cccn12,-2%,-0.1%,nt,nt,-0.3%,i,22,i,1.0,nt,nt,11%,-6%
CCC(CC)NC(=O)C1CC(=O)N(CCc2ccc(F)cc2)C1 (centres undefined),-4%,-1.5%,nt,nt,-0.8%,i,46,i,0.6,nt,nt,10%,-4%
CCOc1ccc(Nc2nc(Cc3nnc(SCC(=O)O)o3)cs2)cc1,35%,0.9%,-3,6,-0.2%,i,27,i,1.6,-5.0,924,12%,-5%
CSCC[C@H](N)C(=O)NCC1CCC(C(=O)Nc2ccc3c(c2)OCO3)CC1 (some centres undefined),6%,nt,nt,nt,-1.1%,i,32,i,1.7,nt,nt,1%,1%
CC(C)(C)OC(=O)NCCCC[C@H](NC(=O)c1nc[nH]c1C(=O)N[C@@H](CCCCNC(=O)OC(C)(C)C)C(=O)OC(C)(C)C)C(=O)OC(C)(C)C,1%,-0.6%,nt,nt,0.5%,i,34,?,nt,-2.0,1078,5%,-7%
Cc1ccc(CO/N=C/c2c(O)cc(C)oc2=O)cc1,8%,-0.3%,-11,1,0.2%,i,53,i,0.1,-1.4,1033,4%,-7%
CCc1ccc(C(C)NC(=S)NC2CCCCC2)cc1 (centres undefined),22%,-0.2%,nt,nt,-0.9%,i,63,i,1.5,nt,nt,2%,1%
Cc1ccc(NC(=O)N2CCc3ccccc3C2)cc1C,17%,2.9%,nt,nt,-0.9%,i,54,i,0.3,nt,nt,1%,-3%
CC(C)c1ccc(C(=O)Nc2nnc(S(=O)(=O)N3CCOCC3)s2)cc1,0%,2.4%,nt,nt,-0.2%,i,9,i,1.6,nt,nt,9%,1%
Cc1ccc2c(CN(C)Cc3cccc(F)c3)cc(=O)oc2c1,2%,3.8%,nt,nt,-1.7%,i,64,i,0.2,nt,nt,10%,11%
CCOC(=O)C1(Cc2cccc(Cl)c2)CCCN(C(=O)c2cc(C(C)C)nn2C)C1 (centres undefined),14%,3.6%,nt,nt,-1.5%,i,31,?,nt,nt,nt,7%,0%
Cc1ccc(C2=NN(CC(=O)NCc3ccccn3)C(=O)CC2)cc1,9%,1.7%,-4,-3,-0.3%,i,39,i,0.5,3.2,1023,6%,15%
COc1ccccc1N1CCN(/N=C/c2cc(Br)ccc2F)CC1,15%,?,nt,nt,-0.8%,i,56,i,0.5,nt,nt,-1%,1%
COc1ccc(O)c(CN2CCCC(N3CCN(c4ccccc4OC)CC3)C2)c1 (centres undefined),20%,0.2%,nt,nt,-1.5%,i,66,i,0.6,nt,nt,9%,0%
Cc1ccc(C)c(S(=O)(=O)NCc2ccc(C(=O)N3CC(C)OC(C)C3)cc2)c1 (centres undefined),7%,0.5%,-13,3,-1.3%,i,62,i,1.4,-2.4,1165,7%,3%
Cc1ccc(N2C(N)=C(C#N)C(c3cc(CN4CCOCC4)cs3)C3=C2CC(C)(C)CC3=O)cc1 (centres undefined),17%,-0.5%,0,1,-1.0%,i,24,i,0.2,0.9,1139,6%,-3%
CN(C)C(=S)Nc1ccc(S(=O)(=O)N2CCCCC2)cc1,3%,2.3%,nt,nt,-0.6%,i,39,i,0.8,-0.2,1302,14%,1%
CCOC(=O)c1cnc2ccc(OC)cc2c1Nc1ccc2c(c1)OCCO2,2%,16%,77*,59*,0.6%,i,38,i,1.5,-0.2,792,6%,31%
COc1ccc(CCN(C)C(=O)CCCN2C(=O)c3cccc4cccc(c34)C2=O)cc1OC,7%,9.6%,nt,nt,-0.1%,i,0,?,nt,nt,nt,3%,-4%
COc1ccc(/C=C/C(=O)Nc2sc3c(c2C(=O)NCc2cccnc2)CCCC3)cc1,6%,-2.1%,17,-24,0.5%,i,24,i,1.0,-0.2,1467,2%,3%
CN(C)CCCN(C(=O)c1ccco1)c1nc2cc3c(cc2s1)OCO3,11%,-1.4%,nt,nt,0.1%,i,22,?,nt,nt,nt,11%,-3%
O=C(CSc1cccc[n+]1[O-])NCC1CCCCC1,-2%,0.6%,14,-5,0.5%,i,15,i,1.6,-1.1,1168,-1%,9%
COc1ccc(OCCCC(=O)Nc2cccc(C(C)=O)c2)cc1,4%,3.4%,-1,-9,-0.2%,i,42,i,1.4,-0.5,1078,?,-8%
Cc1ccc(C(=O)Nc2nnc(C3=COCCO3)o2)cc1C,8%,-1.5%,nt,nt,0.3%,i,30,i,0.6,nt,nt,8%,-9%
COCCNC(=O)c1ccc2c(c1)S(=O)(=O)c1ccccc1C2=O,1%,1.6%,nt,nt,0.5%,i,50,i,2.6,nt,nt,16%,nt
Cc1ccc(S(=O)(=O)N2CCN(C(=O)CC(C)n3cncn3)CC2)cc1C (centres undefined),-8%,-0.1%,nt,nt,-0.1%,i,10,i,1.0,nt,nt,3%,8%
CCC(O)C(C)(C)C (centres undefined),nt,0.4%,nt,nt,nt,i,33,i,3.4,nt,nt,-3%,nt
COc1cccc(OC)c1OCCOc1ccccc1OC(C)C,14%,1.1%,-1,-24,-0.4%,i,16,i,1.3,nt,nt,2%,0%
CCOc1ccc(-n2nc3c(=O)n(CCN4CCCCC4)nc(C)c3c2C)cc1,12%,-0.5%,-10,20,0.1%,i,21,i,0.8,nt,nt,7%,-3%

# Screening data as filed in PubChem.

# No enrichment for hits (roughly 3.6% active in at least one column).
